Bioassay records: PubChem, several laboratories
NR5A2 inv ag = LRH-1 (NR5A2) inverse agonists, primary screen, cell-based, luminescence, HEK293T, StAR-luciferase reporter | 360,000 compounds, 0.13% hits | Nuclear receptor subfamily 5 group A member 2 (Homo sapiens), O00482 | AID 602396, 2012 | inhibition, % at 3.6 µM | LRH-1 transfected, 24 h;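 active = inhibition above the mean inhibition of all tested compounds plus 3 SD, cut at about 73% in these data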;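 also: 0% = DMSO wells and 100% = reporter-only cells lacking LRH-1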
EBV LMP1 NFkB = EBV LMP1-driven NF-kappaB luciferase reporter inhibitors, primary screen, cell-based, luminescence, single point. LMP1-induced NF-kappaB luciferase reporter cells. inhibition, % at 12.5 µM. 350,000 compounds, 0.69% hits; in the data active = inhibition above about 41%;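 also: 0% = neutral control wells and 100% = reference inhibitor control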
C8 TRAIL sens = viability loss with TRAIL in NB7+C8 cells, primary screen, TRAIL sensitizer project, cell-based, ATPlite luminescence; inhibition (viability loss, TRAIL sensitization), % at 10 µM; 360,000 compounds, 1% hits;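 active = compounds causing at least 50% loss of cell viability in the single-dose screen, relative to plate controls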
SRC1 inh = SRC1 coactivator transcriptional activity inhibitors, primary screen, cell-based, luminescence. inhibition, % at 3.6 µM. HEK293 GAL4-SRC1 luciferase reporter. Nuclear receptor coactivator 1 (Homo sapiens), Q15788. 360,000 compounds, 0.12% hits;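 active = inhibition above the campaign mean plus 3 SD, with each screening campaign given its own cutoff, cut at about 60% in these data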;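 also: 0% = DMSO treated cells and 100% = gossypol at 36 µM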
KKLEB tox = cytotoxicity in KKLEB CF airway cells, primary screen, cytotoxicity control for CF NF-kB inhibitor project, cell-based, uHTS, fluorescence assay plates | KKLEB CF airway cells viability, ATPlite luminescence, overnight; active compounds read low; cells stimulated with P. aeruginosa culture filtrate | activity change (cytotoxicity), % at 5 µM | AID 602141, 2011 | 360,000 compounds, 0.36% hits;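 active = corrected activity change at or below -50% at 5 µM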
NCOA3 inh = SRC3 coactivator transcriptional activity inhibitors, primary screen, cell-based, luminescence. HEK293 GAL4-SRC3 luciferase reporter. 360,000 compounds, 0.17% hits. inhibition, % at 3.6 µM;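 active = inhibition above a per-campaign cutoff, the mean of all compounds plus 3 SD, cut at about 60% in these data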;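 also: 0% = DMSO-treated cells and 100% = gossypol-treated cells at 36 µM; higher means less SRC3-driven luciferase light from the GAL4 reporter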
TWEAK Fn14 block = inhibitors of TWEAK-Fn14 signaling, primary screen, luciferase reporter cells, uHTS; 360,000 compounds, 2% hits; TWEAK-stimulated Fn14 reporter cells, luciferase luminescence, 8 h; inhibition, % at 10 µM; in the data active = inhibition above about 50%
COUP-TFII inh = NR2F2 transcriptional activity inhibitors, primary screen, cell-based, luciferase reporter, HEK293T, luminescence. COUP transcription factor 2 (Homo sapiens), P24468. 370,000 compounds, 0.7% hits. HEK293T NGFI-A luciferase reporter. inhibition, % at 8.6 µM;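 active = inhibition above a per-plate cutoff, mean inhibition of test wells between control levels plus 3 SD, cut at about 38% in these data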;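 also: cells cotransfected with COUP-TFII expression vector driving the NGFI-A reporter; 0% = median of COUP-TF2 test wells and 100% = reporter-only cells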
CF NFkB inh = inhibitors of PAF-induced NF-kB signaling, primary screen, cell-based, GFP fluorescence, uHTS | KKLEB NF-kB-GFP reporter, GFP fluorescence overnight | inhibition, % at 5 µM | 360,000 compounds, 0.86% hits | AID 588850, 2011;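 active = at least 50% inhibition at 5 µM, scaled per plate between neutral and stimulator controls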;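 also: PAF is a Pseudomonas aeruginosa culture filtrate used as stimulus; plate controls were PAF-stimulated DMSO wells for no effect and unstimulated DMSO wells for full effect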
TROY NFkB inh = inhibitors of TROY-driven NF-kB signaling, primary screen, Q293 LMP1-TROYcd cells, NF-kB luciferase, uHTS. Q293 LMP1-TROYcd NF-kB luciferase reporter, 4 h. inhibition, % at 10 µM. 360,000 compounds, 0.98% hits;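 active = compounds whose plate-normalised and pattern-corrected inhibition of the luciferase reporter signal at the single screening dose is 50% or more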
NCOA2 inhibitor = inhibition of GAL4-SRC2 driven luciferase reporter, primary screen, SRC2 inhibitor project, cell-based, luminescence; Nuclear receptor coactivator 2 (Homo sapiens), Q15596; HEK293 GAL4-SRC2 luciferase reporter; 370,000 compounds, 0.17% hits; inhibition, % at 9 µM;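 active = inhibition above the mean inhibition of all tested compounds plus 3 SD, set per campaign, cut at about 52% in these data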;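 also: 0% = DMSO treated cells and 100% = cells given Gossypol at 36 µM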
The depositor's hits bear a star; · = not tested or not shown.

(1) COc1ccc(-c2cc(NC(C)=O)c3ncc(-c4ccccc4)n3c2)c(OC)c1
(2) CN(CC(=O)Nc1ccc(F)cc1)C(=O)C1CCN(S(=O)(=O)c2ccc3c(c2)OCCO3)CC1
(3) CC(Cl)=CCn1c(NCCc2ccccc2)nc2c1c(=O)n(C)c(=O)n2C
(4) COc1ccccc1Cn1c(=O)c2ccccc2n2c(SCc3csc(C)n3)nnc12
(5) COc1ccc(/C=C/c2nc(-c3ccccc3O)n(-c3ccccc3)n2)cc1
(6) CCOc1ccccc1CNC(=O)C(C)n1nc(C)c2c(C)n(-c3ccccc3)nc2c1=O (centres undefined)
(7) CCCCN1C(=O)C(O)=C(C(C)=O)C1c1ccc(OC)cc1OC (centres undefined)
(8) Cn1cnnc1SCC(=O)N1CCc2ccccc2C1
(9) CC(=O)c1ccc(OC(=O)CCN2c3ccccc3Sc3ccccc32)cc1
(10) COc1cccc(Oc2ccc(C(F)(F)F)cc2NC(=O)CCc2nc3ccccc3c(=O)[nH]2)c1

| assay / entry | 1 | 2 | 3 | 4 | 5 | 6 | 7 | 8 | 9 | 10 |
| --- | --- | --- | --- | --- | --- | --- | --- | --- | --- | --- |
| NR5A2 inv ag | -10 | 2 | 22 | -19 | 2 | 7 | 1 | -5 | 8 | 3 |
| EBV LMP1 NFkB | · | 6 | · | 1 | 2 | 9 | -4 | 0 | -3 | -11 |
| C8 TRAIL sens | -7 | -51 | 26 | 6 | -13 | 10 | -9 | -13 | -5 | 18 |
| SRC1 inh | -4 | 6 | -3 | 9 | 7 | 9 | 9 | -14 | -2 | -1 |
| KKLEB tox | -11 | 5 | -1 | 5 | -4 | -13 | 8 | -13 | -11 | -10 |
| NCOA3 inh | -16 | 17 | 22 | 8 | 11 | 11 | 2 | 5 | 16 | -27 |
| TWEAK Fn14 block | 14 | -2 | 42 | -8 | -18 | 23 | -11 | 6 | 20 | 6 |
| COUP-TFII inh | -2 | 7 | 12 | -2 | -5 | 23 | 1 | -14 | 9 | 5 |
| CF NFkB inh | -14 | -14 | 34 | -13 | 2 | -15 | 1 | 16 | 13 | -2 |
| TROY NFkB inh | 20 | 2 | 29 | -10 | -12 | 10 | 30 | 6 | 0 | -22 |
| NCOA2 inhibitor | -10 | -8 | 1 | -18 | -12 | 6 | 7 | -49 | 8 | -14 |

(11) CC[C@H](C)[C@H](NC(=O)[C@H](Cc1ccc(O)cc1)NC(=O)[C@@H](N)C(C)C)C(=O)N[C@@H](Cc1cnc[nH]1)C(=O)N1CCC[C@H]1C(=O)N[C@@H](Cc1ccccc1)C(=O)O
(12) Cc1cccc(C)c1OCC(=O)Nn1c(C)nc2ccccc2c1=O
(13) CC1CCCCN1C(=O)CSc1nnc(-c2ccccc2F)o1 (centres undefined)
(14) COc1ccccc1OCCNC(=O)CNC(=O)c1ccc2c(c1)OCO2
(15) COc1ccc(NC(=O)C2CCCN(c3ncnc4onc(-c5ccc(F)cc5)c34)C2)cc1 (centres undefined)
(16) Cc1ccc(N(CN2C(=O)C3C4CCC(C4)C3C2=O)C(=O)c2ccco2)cc1 (centres undefined)
(17) CCCCN1CC(COCc2ccccc2)OCCS1(=O)=O (centres undefined)
(18) CCOC(=O)Cc1c(C)c2c(O)cc(O)cc2oc1=O
(19) S=C(NNc1ccnc2cc(Cl)ccc12)Nc1ccccc1Cl
(20) Cc1ccc(CN2CCN(Cc3cccc4c3OCO4)CC2CCO)cc1 (centres undefined)
(21) ON=C1/C(=N\O)CC2(C/C1=N/O)OCCO2
(22) COc1ccccc1N1CCN(CCCCN2C(=O)C3CCCCN3C2=O)CC1 (centres undefined)

| assay / entry | 11 | 12 | 13 | 14 | 15 | 16 | 17 | 18 | 19 | 20 | 21 | 22 |
| --- | --- | --- | --- | --- | --- | --- | --- | --- | --- | --- | --- | --- |
| NR5A2 inv ag | 2 | 15 | -56 | -2 | -39 | 1 | -27 | 13 | 12 | 19 | 8 | -3 |
| EBV LMP1 NFkB | -8 | 4 | -25 | -7 | -1 | 2 | -8 | -6 | 21 | 0 | -9 | 6 |
| C8 TRAIL sens | 4 | 1 | 3 | 8 | -5 | -10 | 9 | -10 | 20 | 0 | -12 | 16 |
| SRC1 inh | -3 | 1 | -67 | 13 | -19 | -5 | -45 | 5 | -19 | -3 | -9 | -28 |
| KKLEB tox | 6 | 4 | 7 | -8 | 11 | 0 | 16 | 10 | -9 | 1 | -6 | 5 |
| NCOA3 inh | -11 | 2 | -68 | -6 | -24 | 16 | 5 | -10 | 6 | -1 | 15 | -4 |
| TWEAK Fn14 block | -5 | 78* | -10 | -4 | -3 | 0 | 10 | -5 | 64* | 0 | 5 | -2 |
| COUP-TFII inh | · | 4 | -36 | -6 | 7 | 5 | -5 | -10 | 12 | -7 | 8 | · |
| CF NFkB inh | -13 | 15 | -7 | 16 | 7 | 9 | 13 | -2 | 14 | -4 | 8 | 3 |
| TROY NFkB inh | -2 | · | -28 | -20 | -8 | 12 | -9 | -3 | 66* | 2 | 5 | -9 |
| NCOA2 inhibitor | · | -22 | -24 | -4 | -10 | -21 | -37 | 1 | 9 | 20 | -34 | · |

Shown with values under each structure: entries from further up
Order of values: NR5A2 inv ag	EBV LMP1 NFkB	C8 TRAIL sens	SRC1 inh	KKLEB tox	NCOA3 inh	TWEAK Fn14 block	COUP-TFII inh	CF NFkB inh	TROY NFkB inh	NCOA2 inhibitor
9) CC(=O)c1ccc(OC(=O)CCN2c3ccccc3Sc3ccccc32)cc1
  8	-3	-5	-2	-11	16	20	9	13	0	8
10) COc1cccc(Oc2ccc(C(F)(F)F)cc2NC(=O)CCc2nc3ccccc3c(=O)[nH]2)c1
  3	-11	18	-1	-10	-27	6	5	-2	-22	-14
11) CC[C@H](C)[C@H](NC(=O)[C@H](Cc1ccc(O)cc1)NC(=O)[C@@H](N)C(C)C)C(=O)N[C@@H](Cc1cnc[nH]1)C(=O)N1CCC[C@H]1C(=O)N[C@@H](Cc1ccccc1)C(=O)O
  2	-8	4	-3	6	-11	-5	·	-13	-2	·
12) Cc1cccc(C)c1OCC(=O)Nn1c(C)nc2ccccc2c1=O
  15	4	1	1	4	2	78*	4	15	·	-22
13) CC1CCCCN1C(=O)CSc1nnc(-c2ccccc2F)o1 (centres undefined)
  -56	-25	3	-67	7	-68	-10	-36	-7	-28	-24
14) COc1ccccc1OCCNC(=O)CNC(=O)c1ccc2c(c1)OCO2
  -2	-7	8	13	-8	-6	-4	-6	16	-20	-4
15) COc1ccc(NC(=O)C2CCCN(c3ncnc4onc(-c5ccc(F)cc5)c34)C2)cc1 (centres undefined)
  -39	-1	-5	-19	11	-24	-3	7	7	-8	-10
16) Cc1ccc(N(CN2C(=O)C3C4CCC(C4)C3C2=O)C(=O)c2ccco2)cc1 (centres undefined)
  1	2	-10	-5	0	16	0	5	9	12	-21
17) CCCCN1CC(COCc2ccccc2)OCCS1(=O)=O (centres undefined)
  -27	-8	9	-45	16	5	10	-5	13	-9	-37
18) CCOC(=O)Cc1c(C)c2c(O)cc(O)cc2oc1=O
  13	-6	-10	5	10	-10	-5	-10	-2	-3	1
19) S=C(NNc1ccnc2cc(Cl)ccc12)Nc1ccccc1Cl
  12	21	20	-19	-9	6	64*	12	14	66*	9
20) Cc1ccc(CN2CCN(Cc3cccc4c3OCO4)CC2CCO)cc1 (centres undefined)
  19	0	0	-3	1	-1	0	-7	-4	2	20
